STAT1 blocker = STAT1 signaling inhibitors, primary screen, cell-based, HTS, luciferase reporter. inhibition, % at 5.5 µM. hit rate 0.35% among 200,000. NIH 3T3 STAT1-luciferase reporter, IFN-gamma, luminescence;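 active = inhibition above a set limit, the mean inhibition across all tested compounds plus 3 SD, cut at about 34% in these data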;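 note: 0% = IFN-gamma with DMSO and 100% = IFN-gamma with 300 µM nifuroxazide; values of inactives mirror those of a sister screen read the other way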
APP 5'UTR act = activators of APP 5'UTR luciferase reporter, primary screen, SH-SY5Y cells. SH-SY5Y APP 5'UTR luciferase reporter, luminescence; zero percent = DMSO vehicle wells. activation, % at 2 µM. hit rate 1% among 190,000;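 active = activation above a set limit, based on mean plus 3 SD of controls, cut at about 140% in these data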; note: values of inactives mirror those of a sister screen read the other way
FLuc inh counter = firefly luciferase enzyme inhibitors, primary screen, artefact control for luciferase-based inhibitor screens, biochemical, luminescence, ATPLite; hit rate 1.5% among 200,000; inhibition, % at 10 µM; 10 min;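 active = inhibition above about 50% when tested at 10 µM, limit read from the data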
Target sequence (P08659 whole entry, looked up): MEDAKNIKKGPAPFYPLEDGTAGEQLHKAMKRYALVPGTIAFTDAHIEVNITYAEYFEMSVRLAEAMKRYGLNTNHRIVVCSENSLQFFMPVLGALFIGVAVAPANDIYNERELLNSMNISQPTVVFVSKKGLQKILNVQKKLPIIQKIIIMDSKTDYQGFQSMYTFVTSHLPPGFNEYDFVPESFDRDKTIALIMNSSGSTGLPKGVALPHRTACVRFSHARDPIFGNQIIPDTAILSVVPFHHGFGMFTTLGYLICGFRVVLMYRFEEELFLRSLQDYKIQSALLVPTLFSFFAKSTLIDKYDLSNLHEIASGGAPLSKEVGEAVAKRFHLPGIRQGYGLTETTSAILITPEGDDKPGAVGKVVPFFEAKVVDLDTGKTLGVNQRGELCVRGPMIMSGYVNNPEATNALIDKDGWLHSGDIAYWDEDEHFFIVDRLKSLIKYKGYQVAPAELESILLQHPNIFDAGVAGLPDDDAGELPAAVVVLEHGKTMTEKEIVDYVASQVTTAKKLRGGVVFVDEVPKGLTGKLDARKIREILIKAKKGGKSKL
NF-kB expr up = activators of NF-kB expression in neurons, primary screen, cell-based, HTS; human neuronal cells, NF-kB reporter expression; stronger effect = higher value; fold change at 12.5 µM; hit rate 1.6% among 190,000; AID 1239, 2008; in the data active = fold change above about 3.3
STAT1 act = STAT1 signaling activators, primary screen, cell-based, HTS, luciferase reporter; activation (% of control), % at 5.5 µM; NIH 3T3 STAT1-luciferase reporter, IFN-gamma, luminescence; 100% = IFN-gamma alone, no compound; hit rate 2.6% among 200,000;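 active = activation above the screen-wide mean activation plus 3 SD, cut at about 130% in these data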;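 note: raw ratio to IFN-gamma control signal so 100% means no change and 0% no light; values of inactives mirror those of a sister screen read the other way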
STAT3 activator = IL-6 driven STAT3 reporter potentiators, primary screen, U3A cells, luciferase, luminescence, MLSCN library; AID 871, 2007; IL-6 STAT3-luciferase reporter; 100% = signal with IL-6 EC80 alone; activation (% of control), % at 5.6 µM; hit rate 0.91% among 190,000;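 active = activation above the screen-wide mean of compound activation plus 3 SD, cut at about 130% in these data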;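 note: 0% = background luminescence of wells with medium and substrate only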
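Assay system – human STAT1-deficient U3A cells with stable STAT3-luciferase reporter · Also added – IL-6 (33 ng/mL) · Schedule – compound 1 h, then IL-6 6 h at 37 °C · Technique – reporter luminescence signal · Evaluation – % activation versus median of IL-6-stimulated wells · Benchmarks – IL-6-only wells as 100% reference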
STAT3 inh = IL-6 driven STAT3 reporter inhibitors, primary screen, U3A cells, luciferase, luminescence, MLSCN library. IL-6 STAT3-luciferase reporter; host cell line lacks STAT1. inhibition, % at 5.5 µM. hit rate 0.89% among 190,000. AID 862, 2007;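 active = inhibition above the mean inhibition across all screened compounds plus 3 SD, cut at about 44% in these data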;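 note: 0% = DMSO only wells and 100% = 100 µM nifuroxazide control wells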
APP transl inh = inhibitors of APP translation via 5'UTR reporter, primary screen, APP 5'UTR luciferase, SH-SY5Y cells; AID 1285, 2008; inhibition, % at 2 µM; hit rate 0.82% among 190,000; SH-SY5Y APP 5'UTR-luciferase reporter, luminescence;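 active = inhibition above a set limit, derived from the sample mean plus 3 SD, cut at about 45% in these data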; note: values of inactives mirror those of a sister screen read the other way
ROMK primary = ROMK potassium channel modulators, primary screen, cell-based, thallium flux, MLSMR library. ATP-sensitive inward rectifier potassium channel 1 (Homo sapiens), P48048. Tet-inducible ROMK, thallium flux fluorescence; actives lie on both sides. B-score at 10 µM. hit rate 2% among 130,000. AID 1918, 2009;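 active = signal ratio slope over the read window, or its plate-corrected B-score, at least 3 SD from the plate mean, either direction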;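 note: B-score of the F/F0 ratio slope over 7 to 12 s after thallium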
Target sequence (P48048 whole entry, looked up): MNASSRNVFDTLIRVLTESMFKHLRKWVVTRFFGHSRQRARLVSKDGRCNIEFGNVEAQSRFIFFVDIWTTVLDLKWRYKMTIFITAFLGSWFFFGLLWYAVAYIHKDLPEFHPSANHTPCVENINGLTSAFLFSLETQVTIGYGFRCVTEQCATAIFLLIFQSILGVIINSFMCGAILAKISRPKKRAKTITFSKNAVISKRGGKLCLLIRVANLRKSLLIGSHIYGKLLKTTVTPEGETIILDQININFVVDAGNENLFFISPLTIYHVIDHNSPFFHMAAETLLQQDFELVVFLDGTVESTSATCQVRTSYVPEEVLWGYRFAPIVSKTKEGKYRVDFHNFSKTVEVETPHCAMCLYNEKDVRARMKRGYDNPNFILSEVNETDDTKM
FLuc act counter = FLuc activators, initial screening, artefact control for FLuc-dependent activation tests, biochemical, ATPlite luminescence | ATPlite luciferase biochemical, 10 min; 0 = ATP-free wells, 1 = DMSO control | activation factor at 10 µM | 200,000 tested, under 10 active;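 active = luciferase activation factor, scaled between plate controls, of at least 2 with compound at 10 µM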
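Material: Luciferase/luciferin reagent mix; Doses: test compounds dosed from 2 mM stocks in 100% DMSO; Schedule: 10 min incubation after luciferase reagent addition, room temperature; Measured by: luminescence from luciferase reaction; Read-out: luminescence gain marking luciferase activators.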
* hit, by the source's call; . = not tested or not shown.

SMILES	STAT1 blocker	APP 5'UTR act	FLuc inh counter	NF-kB expr up	STAT1 act	STAT3 activator	STAT3 inh	APP transl inh	ROMK primary	FLuc act counter
O=c1[nH]c2ccccc2c(=O)n1Cc1ccccc1	9.5	0.7	-3.9	1.17	85.0	100.5	0.6	-0.7	-0.863	1
O=C(NNC(=O)C1CCN(c2ncccn2)CC1)c1ccc(Cl)cc1	-8.2	22.8	-6.3	1.42	105.7	101.4	5.5	-22.8	0.253	1.1
O=C(Nc1ccccc1)N1CCCC1	-8.9	-13.7	-8.8	1.02	108.2	103.6	1.9	13.7	0.0153	1.1
CO/N=C/C(=N\Nc1ccccc1)C(=O)c1ccccc1	-1.5	15.2	-3.7	1.2	101.3	102.2	-0.8	-15.2	-0.822	1
CC(=O)N1CCc2cc(S(=O)(=O)CCC(=O)Nc3c(C)n(C)n(-c4ccccc4)c3=O)ccc21	4.7	-1.0	-4.2	1.7	95.8	95.3	10.1	1.0	.	1
O=C(/C=C/c1ccccc1)NCCC1=CCCCC1	-53.7	43.6	22.9	2.87	148.0*	111.6	-11.6	-43.6	-0.374	0.8
Cc1ccc(C)c(Cn2nnc3c(=O)[nH]c(C4CCCN(C(=O)CC(C)C)C4)nc32)c1 (stereo unspecified)	1.9	11.9	-4.1	0.94	98.2	100.2	3.8	-11.9	0.0856	1
CCCCC(=O)Nc1ccc(NC(=O)c2ccccc2[N+](=O)[O-])cc1OC	-6.2	-11.6	-6.4	1.06	105.5	102.8	-0.9	11.6	.	1.1
CC(C)(C)c1ccc(C(=O)NCCn2c(N)c(C#N)c3nc4ccccc4nc32)cc1	11.2	12.3	-1.8	1.22	89.9	85.6	19.8	-12.3	-1.14	1
CCOC(=O)CNC(=O)CSc1nnc(SCC(=O)NCC(=O)OCC)s1	-1.7	3.8	2.3	0.95	101.6	102.0	1.4	-3.8	0.501	1
COc1ccccc1-c1ccc(SCC(=O)N2CCOCC2)nn1	6.5	1.1	-5.4	1.37	93.8	95.2	10.2	-1.1	0.946	1.1
CCn1ncc(C(=O)Nc2cccc(Cl)c2)c1C	-47.4	86.2	17.1	2.39	143.5*	115.4	-17.1	-86.2	0.0118	0.8
O=C(CSc1ccccn1)c1ccc(F)cc1	-14.9	-2.3	4.1	1.86	115.3	98.0	8.9	2.3	.	1
O=C(Nc1cccnc1)C12CC3CC(CC(C3)C1)C2	-5.6	12.3	-8.0	1.12	103.4	102.0	-0.1	-12.3	-0.297	1.1
O=S(=O)(c1cccc(F)c1)N1CCN(Cc2ccc3c(c2)OCO3)CC1	-6.0	-9.8	-7.8	1.09	106.0	101.3	-1.7	9.8	-0.919	1.1
COc1cccc2c(=O)c(SC(F)(F)C(F)C(F)(F)F)c(C)[nH]c12 (stereo unspecified)	4.3	-3.8	-2.2	2.17	96.1	109.1	-5.7	3.8	0.0164	1
O=C(O)C=C1CCN(c2ncc(C(F)(F)F)cc2Cl)CC1	-24.3	33.8	-3.4	1.68	121.8	109.2	0.9	-33.8	.	1
CCc1cccc(CC)c1NC(=O)Cn1c(-c2ccccc2Cl)nc2ccccc21	-1.3	-12.4	-1.0	1.52	101.1	82.4	23.5	12.4	0.0765	1
Cc1nc(SCC(=O)Nc2nc3ccccc3s2)c(C#N)c(C)c1C	57.9*	-64.1	-0.7	0.13	48.5	27.4	87.7*	64.1*	-1.02	1
O=C(CCc1nnc(-c2ccc3c(c2)OCO3)o1)NC(c1cccnc1)C(F)(F)F (stereo unspecified)	-2.3	34.5	-2.9	1.27	101.0	99.1	4.6	-34.5	1.07	1
Cc1cccc(OCC(=O)N/N=C/c2ccc3c(c2)OCO3)c1	-5.9	3.7	-2.3	1.02	103.6	99.6	2.7	-3.7	-0.343	1
CCCCCCOc1ccc(/C(C)=N/NC2=NCCN2)cc1[N+](=O)[O-]	-9.9	-21.8	-5.4	1.04	108.1	103.5	3.3	21.8	0.105	1.1
COCCCNC(=S)N1CCN(S(C)(=O)=O)CC1	-0.7	-4.8	-2.4	1.18	100.6	102.5	1.1	4.8	0.412	1
CCOc1c2c(nc3ccc(Cl)cc13)CCC2	-2.6	4.1	-6.9	0.95	102.4	91.1	14.1	-4.1	-0.459	1.1
CCOC(=O)c1cnn(-c2cc(C)nc3c(-c4ccccc4)c(C)nn23)c1N	1.9	9.8	-3.4	1.07	98.3	100.0	4.2	-9.8	.	1

Continued; the last 5 above are carried over.
SMILES	STAT1 blocker	APP 5'UTR act	FLuc inh counter	NF-kB expr up	STAT1 act	STAT3 activator	STAT3 inh	APP transl inh	ROMK primary	FLuc act counter
Cc1cccc(OCC(=O)N/N=C/c2ccc3c(c2)OCO3)c1	-5.9	3.7	-2.3	1.02	103.6	99.6	2.7	-3.7	-0.343	1
CCCCCCOc1ccc(/C(C)=N/NC2=NCCN2)cc1[N+](=O)[O-]	-9.9	-21.8	-5.4	1.04	108.1	103.5	3.3	21.8	0.105	1.1
COCCCNC(=S)N1CCN(S(C)(=O)=O)CC1	-0.7	-4.8	-2.4	1.18	100.6	102.5	1.1	4.8	0.412	1
CCOc1c2c(nc3ccc(Cl)cc13)CCC2	-2.6	4.1	-6.9	0.95	102.4	91.1	14.1	-4.1	-0.459	1.1
CCOC(=O)c1cnn(-c2cc(C)nc3c(-c4ccccc4)c(C)nn23)c1N	1.9	9.8	-3.4	1.07	98.3	100.0	4.2	-9.8	.	1
C=CCN=c1scc(-c2ccc3c(c2)NC(=O)CO3)n1/N=C(\C)c1ccccn1	20.7	-51.6	-6.9	0.75	80.5	39.2	75.3*	51.6*	-1.63	1.1
CN(c1ccc(OCC(=O)N2CCN(c3ccc(F)cc3)CC2)cc1)S(=O)(=O)c1cccs1	8.0	9.4	2.9	0.83	90.8	100.7	7.8	-9.4	-1.25	1
COc1cc(NC(=O)c2c(F)cccc2F)c(Cl)cc1Cl	-14.6	-7.9	-0.7	1.32	112.9	87.3	17.7	7.9	-0.902	1
O=C(NNC(=O)C1CC1c1ccccc1)c1ccccc1[N+](=O)[O-] (stereo unspecified)	-0.8	-4.5	-7.0	0.96	100.7	105.8	-2.7	4.5	0.916	1.1
COc1ccc(-n2nc(C(=O)N3CCC(C#N)CC3)c3c4ccccc4n(C)c3c2=O)cc1	-0.8	10.4	.	.	100.7	120.1	-18.8	-10.4	.	.
O=C(CSc1nnnn1-c1ccc(F)cc1)c1ccc(O)c(O)c1	-6.2	-15.1	10.0	1.13	103.7	120.7	-13.3	15.1	-0.471	0.9
O=C(NCc1ccc2c(c1)OCO2)c1ccncc1	5.0	-9.1	-4.4	1.51	96.6	99.4	5.1	9.1	.	1
CCCCCCn1c(NCC)nc2c1c(=O)n(C)c(=O)n2C	39.7*	-1.9	0.2	0.97	63.9	43.2	67.3*	1.9	.	1
O=C(NNc1cccc(Cl)n1)Nc1ccccc1	-1.9	-16.2	-1.5	0.93	101.7	107.0	2.1	16.2	.	1
CC1(c2ccc3ccccc3c2)NC(=O)N(CC(=O)NCc2cccs2)C1=O (stereo unspecified)	-3.0	28.0	-3.1	1	102.7	100.4	-0.2	-28.0	-0.387	1
COCCNC(=O)Nc1ccc(F)cc1	5.8	11.4	-7.8	0.84	94.8	104.1	4.9	-11.4	0.332	1.1
C=CCn1c(SCC(=O)NCc2ccc3c(c2)OCO3)nnc1-c1cccnc1	-4.2	24.3	-4.0	1.14	102.9	101.2	5.7	-24.3	-0.524	1
Cc1cc(NC(=O)CSc2nc3ccccc3c(=O)n2-c2ccccc2)no1	-5.8	-26.1	-1.2	1.13	105.4	101.4	4.3	26.1	-0.677	1
Cc1ccc(NC(=O)CSc2nsc(SCC(=O)Nc3ccc(C)cc3C)c2C#N)c(C)c1	-0.4	-2.3	-10.6	1.06	100.4	93.8	6.6	2.3	.	1.1
CN1C(=O)c2ccc(C(=O)NC3CCCCC3)cc2C1=O	-3.2	-15.0	11.2	1.15	102.9	103.8	-0.3	15.0	0.403	0.9
COc1ccc(-c2cc(N3C(=O)Nc4ccccc4N3O)n[nH]2)cc1OC	-1.0	-1.8	12.8	1.31	100.9	98.4	4.1	1.8	.	0.9
CCOC(=O)C1(CC2CC2)CCN(Cc2cn(C)c3ccccc23)CC1	3.2	-2.6	-0.6	0.86	96.9	100.5	5.2	2.6	-2.2	1
CC(C)(C)N=C1C([N+](=O)[O-])=CC=C2C1=NC1(CCCCC1)N2O	2.7	-8.3	8.4	1.08	97.6	101.0	-2.2	8.3	.	0.9
COC(=O)c1ccccc1NC(=O)/C=C/c1cc(OC)c(OC)c(OC)c1	-1.0	13.9	0.2	0.47	99.7	85.7	18.1	-13.9	0.499	1
Cc1cc(C)cc(NC(=S)N2CCN(Cc3ccccc3)CC2)c1	1.6	-14.7	-10.0	1	96.8	100.4	3.3	14.7	-0.362	1.1
O=C(Nc1nnc(C2CC2)s1)C1CCCCN1S(=O)(=O)c1ccccc1 (stereo unspecified)	5.0	18.7	0.8	0.97	94.8	91.8	12.1	-18.7	-0.206	1
CCCCCN(C(=O)NC(=O)Nc1ccccc1C)S(C)(=O)=O	0.9	-6.0	-8.7	1.11	99.1	95.5	9.2	6.0	0.278	1.1
COc1cc2c(cc1OC)C(C(=O)Nc1cccc(C)n1)C(c1cccnc1)N(C)C2=O (stereo unspecified)	10.8	0.8	-8.0	1.26	90.3	102.2	0.1	-0.8	1.02	1.1
Cc1ccc(Cn2c(=N)c(C#N)cc3c(=O)n4cccc(C)c4nc32)cc1	1.8	21.7	-0.5	1.5	98.2	103.8	1.6	-21.7	0	1
O=C(Oc1ccc(-c2nccc(-c3ccccn3)n2)cc1)c1cccc(C(F)(F)F)c1	22.9	33.3	-4.0	3.42*	79.0	89.5	16.1	-33.3	.	1
Cc1ccc(C(=O)COC(=O)c2cccc(N3C(=O)c4c(C)nc5ccccc5c4C3=O)c2)cc1C	-54.4	39.7	26.0	1.26	149.1*	84.2	20.8	-39.7	.	0.7
C=CCn1c(=O)n(CCOC)c(=O)c2sc3ccccc3c21	0.6	-3.9	-7.2	1	99.4	115.0	-12.6	3.9	.	1.1
CCOc1ccc(CN(C)CCc2ccccn2)cc1	0.8	0.6	-1.1	1.2	98.8	98.9	3.5	-0.6	-0.264	1
Cn1c(N)c(C(=O)COC(=O)C2CCCCC2)c(=O)n(C)c1=O	-2.3	0.9	-2.6	1.02	102.2	98.8	5.8	-0.9	0.569	1

From PubChem
